GASC-1 inh = blocks human GASC-1 demethylase activity. Q9H3R0. GST-JMJD2C(1-420) H3K9me3 demethylation, DELFIA europium. inhibition, % at 2.35 µM. 330,000 compounds, 0.069% hits;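 active = more than half of a compound's replicate wells show inhibition beyond 50%, single wells judged on their own value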;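 also: signal counts dimethyl H3K9 product captured on neutravidin plate; 0% = median of DMSO wells and 100% = 0.3 times that DMSO median; strong numbers were not always called active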
Target sequence (Q9H3R0 1-420 limits assumed): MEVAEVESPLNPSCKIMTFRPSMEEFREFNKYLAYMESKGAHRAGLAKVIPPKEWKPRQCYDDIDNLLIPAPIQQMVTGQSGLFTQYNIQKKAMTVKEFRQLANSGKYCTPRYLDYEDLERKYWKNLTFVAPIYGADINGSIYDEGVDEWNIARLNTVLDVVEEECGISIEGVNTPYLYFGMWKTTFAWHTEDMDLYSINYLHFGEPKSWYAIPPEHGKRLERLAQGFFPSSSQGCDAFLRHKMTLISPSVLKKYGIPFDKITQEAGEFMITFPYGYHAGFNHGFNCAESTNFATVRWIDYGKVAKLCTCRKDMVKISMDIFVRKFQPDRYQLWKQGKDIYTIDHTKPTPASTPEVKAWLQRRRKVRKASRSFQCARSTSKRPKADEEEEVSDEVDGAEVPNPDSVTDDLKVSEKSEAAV
Fh CTSL1 inh = counter-screen for PFM18AAP inhibitors: inhibitors of F. hepatica cathepsin L1; recombinant F. hepatica cathepsin L1, Z-Leu-Arg-MCA fluorescence; inhibition, % at 5.96 µM; 300,000 compounds, 0.49% hits;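 active = inhibition above the mean of all tested compounds plus 3 SD, set per screening campaign, cut at about 17% in these data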;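 also: 0% = plate median of test compound wells and 100% = 1 µM Z-Phe-Ala-diazomethylketone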
TPT1 inh = blocks Candida albicans tRNA 2'-phosphotransferase; recombinant caTPT1, FP RNA substrate dephosphorylation; inhibition, % at 5 µM; 300,000 compounds, 0.81% hits; AID 1962;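 active = inhibition above the mean of all tested compounds plus 3 SD, set per screening campaign, cut at about 24% in these data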;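 also: plate controls were DMSO alone for no effect and ferristatin control at 100 nM for full effect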
PP1 counter = PP1-alpha (human) inhibition in PP5 counter-screen; inhibition, % at 6.7 µM; AID 2235; purified PP1alpha, OMFP fluorescence; 320,000 compounds, 0.9% hits;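 active = inhibition above the mean inhibition of all tested compounds plus 3 SD, computed separately for each screening campaign, cut at about 15% in these data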
Target sequence (P62136 whole entry, looked up): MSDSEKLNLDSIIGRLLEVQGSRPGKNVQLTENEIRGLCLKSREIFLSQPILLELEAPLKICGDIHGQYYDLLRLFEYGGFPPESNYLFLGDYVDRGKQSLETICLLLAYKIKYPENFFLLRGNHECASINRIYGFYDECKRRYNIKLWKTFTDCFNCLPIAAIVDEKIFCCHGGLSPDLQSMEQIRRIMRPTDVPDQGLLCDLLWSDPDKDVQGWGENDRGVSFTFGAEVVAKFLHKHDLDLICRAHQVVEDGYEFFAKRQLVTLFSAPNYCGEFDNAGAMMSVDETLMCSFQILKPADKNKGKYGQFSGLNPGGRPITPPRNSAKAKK
LYPLA2 inh = LYPLA2 (human) inhibition in PME1 counter-screen | O95372 | recombinant LYPLA2, FP-Rh probe fluorescence polarization | inhibition, % at 5.9 µM | 320,000 compounds, 0.38% hits | AID 2177;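 active = inhibition above the screen-wide mean plus 3 SD, limit set per campaign, cut at about 26% in these data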;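 also: 0% = LYPLA2 with DMSO and 100% = wells lacking LYPLA2 enzyme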
Target sequence (O95372 whole entry, looked up): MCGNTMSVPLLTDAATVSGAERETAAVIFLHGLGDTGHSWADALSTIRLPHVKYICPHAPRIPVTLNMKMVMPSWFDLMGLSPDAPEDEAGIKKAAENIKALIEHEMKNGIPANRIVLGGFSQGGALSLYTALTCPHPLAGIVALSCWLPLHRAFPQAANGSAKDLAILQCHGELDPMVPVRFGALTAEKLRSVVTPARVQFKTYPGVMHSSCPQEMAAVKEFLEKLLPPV
Efflux pump inh = inhibitors of Candida antifungal efflux pumps expressed in yeast. S. cerevisiae Candida pump triplex, Nile Red efflux. AID 485275. inhibition, % at 10 µM. 330,000 compounds, 0.44% hits;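 active = plate passing quality check with inhibition over a set limit, or well fluorescence over plate mean plus 4 SD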;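 also: Nile Red retained in pooled yeast measured as flow cytometry median fluorescence; 0% = buffer negative control and 100% = Enniatin B positive control; higher means more Nile Red kept so more efflux inhibition; some compounds called inactive have numbers as strong as hits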
PP5 primary = inhibitors of human protein phosphatase 5 (PP5). inhibition, % at 6.7 µM. 320,000 compounds, 0.18% hits. P53041. purified PP5c, OMFP substrate fluorescence. AID 1987;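 active = inhibition above the campaign's mean inhibition across all tested compounds plus 3 SD, cut at about 9.5% in these data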;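 also: 0% = DMSO only and 100% = 100 µM cantharidin control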
PREPL inhibitor = inhibits the human prolyl oligopeptidase-like enzyme; AID 2751; recombinant PREPL, fluorescence polarization activity-based probe; inhibition, % at 5.96 µM; 320,000 compounds, 0.68% hits; Q4J6C6; in the data active = inhibition above about 43%;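 also: 0% = enzyme with DMSO and 100% = wells lacking enzyme; many of its hits are not listed in these tables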
HCV core dimer = HCV core protein dimerization inhibition; 300,000 compounds, 0.33% hits; TR-FRET GST/Flag-core106 dimerization, 1536-well; inhibition, % at 5 µM;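 active = inhibition above the mean of all tested compounds plus 3 SD, set per screening campaign, cut at about 45% in these data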
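Material: Tagged HCV core106 pair (GST and Flag) | Amount: GST-core106 13.5 nM, Flag-core106 17 nM | Medium: KF-containing HEPES buffer, pH 7.45, DTT, CHAPS, BSA | Reagent: Eu donor and XL665 acceptor anti-tag antibodies | Schedule: 4 h at 22.5 °C | Technique: Time-resolved FRET, ex 340 nm, em 617 and 671 nm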
Active calls of the source: *; . = not tested or not shown. An excerpt (hit frequency here may not be typical).

SMILES	GASC-1 inh	Fh CTSL1 inh	TPT1 inh	PP1 counter	LYPLA2 inh	Efflux pump inh	PP5 primary	PREPL inhibitor	HCV core dimer
CS(=O)(=O)c1ccc(Cl)c(NC(=O)CCCSc2ccccc2)c1	-10	4	2	0	-4	-0.1	0.8	-9	11
O=C(CN1CCN(Cc2ccc(Cl)cc2)CC1)N/N=C/c1c[nH]c2ccccc12	-9	4	0	-1	3	-0.3	0.2	21	2
CN(CC(=O)Nc1ccccc1Cl)C(=O)COC(=O)/C=C/c1cccc(C(F)(F)F)c1	1	.	.	1	7	0.0	6.1	15	.
NC(=O)c1ccsc1NC(=O)COC(=O)c1ccccc1F	.	.	.	0	-1	0.1	1.0	23	.
O=C(O)CCCN1C(=O)/C(=C/C=C/c2ccco2)SC1=S	20	0	84*	24*	-14	0.4	1.8	12	75*
Cc1nnc(SCC(=O)Nc2cccc(N)c2)n1-c1ccccc1	-19	-3	-5	1	-3	-0.2	0.0	4	8
COc1ccc(-c2csc(N(CC(C)C)C(=O)c3ccco3)n2)cc1	-3	-1	-5	3	7	-0.2	0.9	10	-6
CCOC(=O)c1nn(-c2ccc(F)cc2)c(C)c1C(C)=O	-30	3	0	-1	2	0.1	1.2	0	1
COc1ccc(CC(=O)NC2=NCCS2)cc1	-30	-1	4	-5	0	0.1	5.1	-1	-8
COc1ccc(Cl)cc1N(CC(=O)NCC(C)C)S(=O)(=O)c1ccc(C)c([N+](=O)[O-])c1	3	4	10	2	-2	-0.1	-0.8	0	12
COc1ccc(C(CC(=O)N2CCOCC2)c2c(OC)cc(OC)c3ccc(=O)oc23)cc1 (stereo not given)	1	3	2	4	-1	0.0	4.4	13	-18
COc1ccc(N2CCN(C(=O)Cc3ccc(Br)cc3)CC2)cc1	8	-1	5	-4	-3	0.2	-0.4	-4	-2
COc1ccccc1N1C(=O)[C@@H]2[C@H](C1=O)[C@H](C(=O)c1ccc(OC(C)=O)cc1)N1N=CC=C[C@@H]21	5	4	7	-4	-14	0.4	1.6	8	21
CSc1nc2ccccc2n1CC(=O)Nc1ccccc1	6	-2	-6	0	6	-0.1	-1.4	-2	0
CCN(CC)S(=O)(=O)c1ccc(N2CCOCC2)c(NC(=O)c2cccc3ccccc23)c1	-11	7	-2	0	3	-1.8	2.7	4	4
Cc1ccc(CNC(=O)CCS(=O)(=O)c2cc3c(cc2Cl)NC(=O)CO3)o1	-2	2	-1	-5	2	0.0	3.0	10	-1
CCOc1cc(C(=O)Nc2ccc(S(=O)(=O)NC3=NCCCCC3)cc2)cc(OCC)c1OCC	-1	2	-3	2	-1	0.0	2.5	1	7
COc1ccc(/C=C/C(=O)Nc2cccnc2Cl)cc1	16	7	2	-1	4	0.3	-0.5	-2	-2
O=C(CCSCc1cccc(Cl)c1)NCCc1ccccc1	2	-2	0	2	3	0.1	2.9	-35	-4
C/C(=C1/SC(=S)N(CCC(=O)O)C1=O)c1ccc(O)cc1	16	2	2	-6	-3	0.4	2.1	-11	-8
Cc1cccc(N(C)S(=O)(=O)c2cc3c(cc2C)n(C)c(=O)c(=O)n3C)c1	-9	2	-1	-3	-9	0.0	-1.7	12	1
COc1ccc(S(=O)(=O)N(CC(=O)Nc2ccc(S(=O)(=O)N3CCOCC3)cc2)c2ccccc2)cc1	-1	1	-6	-1	-19	0.0	2.3	-7	15
CN1CCN(Cc2nc3ccccc3c(=O)n2Cc2nc(-c3ccc4ccccc4c3)cs2)CC1	-3	0	-1	8	-4	0.0	1.4	38	-5
NC(=O)c1cc[n+](CC2=C(C(=O)O)N3C(=O)[C@@H](NC(=O)C(c4ccccc4)S(=O)(=O)[O-])[C@H]3SC2)cc1 (stereo not given in full)	-35	0	41*	5	1	0.0	-0.1	-4	11
O=C1CC(N2CCN(c3ccccc3)CC2)C(=O)N1CCc1ccccc1 (stereo not given)	-7	-5	2	-7	-2	0.4	3.7	-5	-8

Results in PP1 counter and PP5 primary, for three of the compounds above:
| SMILES | PP1 counter | PP5 primary |
| --- | --- | --- |
| CCN(CC)S(=O)(=O)c1ccc(N2CCOCC2)c(NC(=O)c2cccc3ccccc23)c1 | 0 | 2.7 |
| Cc1ccc(CNC(=O)CCS(=O)(=O)c2cc3c(cc2Cl)NC(=O)CO3)o1 | -5 | 3.0 |
| CCOc1cc(C(=O)Nc2ccc(S(=O)(=O)NC3=NCCCCC3)cc2)cc(OCC)c1OCC | 2 | 2.5 |

Continuation:
SMILES	GASC-1 inh	Fh CTSL1 inh	TPT1 inh	PP1 counter	LYPLA2 inh	Efflux pump inh	PP5 primary	PREPL inhibitor	HCV core dimer
O=C(CSc1cccc[n+]1[O-])NN(c1ccccc1)c1ccccc1	8	-2	-1	-2	-2	0.0	1.9	-1	-4
CCOC(=O)C1CCCN(C(=O)C2CCN(S(=O)(=O)N3CCC4(CC3)OCCO4)CC2)C1 (stereo not given)	-3	-2	1	-5	5	0.1	3.2	8	-4
CN=C1SC(CC(=O)Nc2sc3c(c2C#N)CCCC3)C(=O)N1C (stereo not given)	-8	0	0	-3	1	0.1	6.1	11	-2
Cc1ccc(S(=O)(=O)N(C)C)cc1NC(=O)CSc1ccc2c(c1)OCCO2	19	-1	1	-6	4	0.0	-0.1	-4	3
O=C(NCC1COc2ccccc2O1)c1cccc(S(=O)(=O)N2CCCCC2)c1 (stereo not given)	-5	.	.	-3	3	0.0	1.5	9	.
Clc1ccccc1CSc1ncccn1	6	-1	-7	-2	2	0.0	0.6	8	-8
COc1ccc(C(=O)Nc2nc3cc(OC)c(OC)cc3c(=O)[nH]2)cc1	1	-3	-3	3	5	0.0	2.6	-2	1
Cn1nc(-c2ccc(S(N)(=O)=O)s2)cc1C(F)(F)F	-2	-2	5	-4	-1	-0.1	0.5	-4	-1
CC(NC(=O)c1ccc2c(c1)OCCO2)C(=O)O (stereo not given)	-5	-1	2	-3	1	-0.1	1.4	7	-2
Cc1ccc(NC(=O)Nc2nnc(-c3ccccc3F)s2)cc1	-19	8	1	-1	-2	0.1	-1.7	4	0
CCC(CC)NC(=O)c1cccc(Br)c1	-18	3	-2	-3	3	0.0	-0.4	-7	0
O=C(NC1CCCCCC1)C1c2ccccc2C(=O)N1Cc1ccco1 (stereo not given)	-6	0	-4	-1	0	0.3	11*	11	-3
CSc1nsc(SCC(=O)Nc2ccc(F)cc2)n1	-1	1	0	2	3	-0.1	0.2	0	9
Cc1ccc(NC(=O)c2ccc(Oc3ncccn3)cc2)cc1	-9	-2	-2	-1	0	0.0	-2.2	-8	0
CC(C)c1ccc(NC2CCCN(C(=O)c3ccco3)C2)cc1 (stereo not given)	2	3	-3	-1	5	0.9	-0.8	18	-9
O=C(CSc1nnc(-c2ccccc2Br)o1)N1CCOCC1	1	-6	2	-6	0	0.1	0.2	5	-4
Cc1oc(/N=C/c2ccc3c(c2)OCO3)c(C#N)c1C	-8	4	2	-7	-2	0.2	2.6	11	-4
COc1ccc(C(=O)C2CCCN(Cc3cnc(N4CCOCC4)s3)C2)c(OC)c1 (stereo not given)	8	-3	1	0	-2	0.0	1.7	-9	0
Nc1nn(-c2ccccc2)nc1C(=O)OCc1ccccc1	-7	3	0	-1	0	0.0	2.7	-11	5
Cc1ccc(C(=O)N2CCCC2)cc1S(=O)(=O)N1CCOCC1	-6	-2	-2	-5	6	-0.2	-1.9	-1	-2
COc1ccc(S(=O)(=O)N2CCC(C(=O)N3CCOCC3)CC2)cc1Cl	1	-3	-2	-3	1	0.6	1.7	15	7
C=CCn1c(N2C(=O)CC(Cc3ccccc3)C2=O)nc2ccccc21 (stereo not given)	0	2	-3	-1	4	0.0	0.8	-10	-7
Cc1ccn2cc(CSc3ccccc3)nc2c1	7	-3	-1	-2	3	0.1	2.8	-6	0
COc1ccccc1NS(=O)(=O)c1ccc2nc(CCl)[nH]c2c1	-2	0	2	2	6	0.2	3.1	-2	-7
O=C(N/N=C/c1ccc(-c2cccc([N+](=O)[O-])c2)o1)c1ccccc1O	1	1	-1	-4	-4	0.0	2.8	9	-3

Next compounds follow:
SMILES	GASC-1 inh	Fh CTSL1 inh	TPT1 inh	PP1 counter	LYPLA2 inh	Efflux pump inh	PP5 primary	PREPL inhibitor	HCV core dimer
Cc1cccc(NC(=S)N(C)C)c1C	-3	-3	-5	-4	1	0.0	-3.0	2	-2
O=C(NCc1cccnc1)c1nn2cccnc2c1Cl	-3	3	-1	-4	-2	0.2	-0.2	12	-6
CCC(C)c1ccccc1N1CC(C(=O)NCCCn2nc(C)cc2C)CC1=O (stereo not given)	6	.	.	-5	6	0.4	-0.1	1	.
COCc1nnc(NC(=O)CCCOc2ccccc2OC)s1	1	1	2	-2	-5	-0.2	-1.5	2	-3
Cc1ccsc1/C=N/NC(=O)CN1CCN(Cc2ccccc2)CC1	-26	0	-4	4	3	-0.1	3.9	6	-6
Cc1ccc(/C=C/C(=O)O)cc1S(=O)(=O)Nc1ccc2c(c1)OCO2	-5	0	-2	-2	4	0.1	0.6	-1	1
c1ccc2c(c1)nc(N1CCOCC1)c1ccccc12	-3	-2	-2	2	-1	0.0	1.1	-9	1
Cc1ccc(C)c(N(CC(=O)NC2CCCC2)C(=O)CCC(=O)Nc2nccs2)c1	2	4	1	-1	-1	0.0	5.1	-2	3
CCOC(=O)N1CCN(C(=O)COc2ccc(Cl)cc2)CC1	2	-1	-1	-4	4	0.0	-0.8	4	2
Cc1cc(C)cc(OC(C)C(=O)NCCCn2ccnc2)c1 (stereo not given)	-14	1	-1	-2	6	-0.1	-0.8	8	12
CCOC(=O)Cn1c2c(c(-c3ccccc3OC)cc1=O)CCCC2	15	0	1	-2	2	3.6	0.7	-1	5
O=C(CSCc1ccccc1)Nc1cccc(C(=O)Nc2ccc(C(=O)O)cc2)c1	-2	-2	0	1	-3	-0.1	0.0	-17	-2
COc1ccc(NC(=O)C2C3C=CC4(O3)C2C(=O)N(CCCN2CCCC(C)C2)C4C(=O)NC2CCCCC2)cc1 (stereo not given)	2	1	0	-3	0	0.1	-0.2	27	4
CN(Cc1ccccc1)C(=O)c1cnc2n(c1=O)CCS2	0	1	1	1	12	0.2	4.6	10	-5
CC(=O)c1cccc(NC(=O)CCNC(=O)c2ccccc2Cl)c1	14	-3	0	-6	3	0.1	0.4	-12	0
Cn1c(SCC(=O)N2CCCC2=O)nnc1-c1ccccc1F	55*	-8	0	-4	3	0.1	2.2	-2	-1
CC(C)(C)c1ccc(C(=O)NN2CCOCC2)cc1	-6	1	-2	-2	-1	0.2	2.6	5	-6
NS(=O)(=O)c1ccc(NC(=O)CSc2nc3ccccc3nc2N2CCOCC2)cc1	-9	2	-3	0	6	-0.2	0.9	2	-7
Cc1ccc(C2=NOC(C)(c3sc(-c4ccc(Cl)cc4)nc3C)C2)cc1 (stereo not given)	-1	-2	-5	-3	-10	-0.2	0.5	-40	-19
O=c1c2ccccc2nnn1Cc1ccc(Br)cc1	-4	1	0	-2	16	0.1	0.9	-8	-3
Cc1nn(CC(=O)N2CCCCCC2)c(=O)c2cc3occc3n12	-1	-1	-2	0	-4	0.1	-0.7	2	6
O=C(CCCSc1ccccc1)Nc1nc(-c2ccccn2)cs1	-5	-16	-1	41*	-1	-0.3	5.0	4	20
CC(=O)Nc1ccc(CC(=O)NCCC(c2ccccc2)c2ccccc2)cc1	-5	2	1	2	-2	-0.1	3.6	-1	1
CCNC(=S)N(Cc1cccs1)Cc1cc2cc(OCC)ccc2[nH]c1=O	15	1	1	5	-4	0.1	5.0	4	10

Screening data from PubChem BioAssay.
